Screening data deposited in PubChem by several laboratories.
M4 antag = antagonists of human muscarinic M4 receptor (CHRM4) | CHO-hM4 cells, ACh EC80, Fluo-8 calcium fluorescence | 360,000 tested, 0.73% active | inhibition, % at 3 µM | P08173;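 active means inhibition above its plate's cutoff, the mean inhibition of sample wells plus 3 SD, cut at about 27% in these data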;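 further: 0% = acetylcholine EC80 with DMSO and 100% = DMSO without agonist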
Target sequence (P08173 whole entry, looked up): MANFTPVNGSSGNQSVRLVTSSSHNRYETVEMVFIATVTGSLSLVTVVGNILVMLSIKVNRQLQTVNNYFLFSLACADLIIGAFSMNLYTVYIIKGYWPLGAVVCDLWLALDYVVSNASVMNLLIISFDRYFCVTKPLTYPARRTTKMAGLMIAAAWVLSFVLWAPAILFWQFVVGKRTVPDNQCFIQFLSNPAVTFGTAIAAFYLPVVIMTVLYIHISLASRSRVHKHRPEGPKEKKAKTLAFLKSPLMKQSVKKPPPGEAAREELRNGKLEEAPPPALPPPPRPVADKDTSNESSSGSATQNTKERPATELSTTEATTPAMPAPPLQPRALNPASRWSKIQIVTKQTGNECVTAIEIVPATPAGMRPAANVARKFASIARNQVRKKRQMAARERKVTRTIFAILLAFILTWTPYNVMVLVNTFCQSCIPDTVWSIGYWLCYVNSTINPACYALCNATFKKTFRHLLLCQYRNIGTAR
M4 ag = CHRM4 agonism in calcium assay; P08173; 360,000 tested, 0.14% active; CHO-K1 hM4/Gqi5, Fluo-8 calcium fluorescence; vehicle 0%, full acetylcholine response 100%; activation, % at 3 µM;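 active means activation above the run mean over all test wells plus 3 SD, cut at about 32% in these data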;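 further: peak over basal fluorescence ratio per well then scaled between controls; 0% = DMSO wells and 100% = acetylcholine at EC100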
M5 antag = blocks acetylcholine activation of human M5 receptor. P08912. CHO-hM5 cells, Fluo-8 calcium fluorescence, ACh EC80. inhibition, % at 3 µM. 360,000 tested, 0.59% active. AID 624040;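 active means inhibition above a per-plate cutoff, the mean of that plate's test compounds plus 3 SD, cut at about 27% in these data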;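 further: 0% = acetylcholine EC80 with DMSO and 100% = DMSO without agonist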
Target sequence (P08912 whole entry, looked up): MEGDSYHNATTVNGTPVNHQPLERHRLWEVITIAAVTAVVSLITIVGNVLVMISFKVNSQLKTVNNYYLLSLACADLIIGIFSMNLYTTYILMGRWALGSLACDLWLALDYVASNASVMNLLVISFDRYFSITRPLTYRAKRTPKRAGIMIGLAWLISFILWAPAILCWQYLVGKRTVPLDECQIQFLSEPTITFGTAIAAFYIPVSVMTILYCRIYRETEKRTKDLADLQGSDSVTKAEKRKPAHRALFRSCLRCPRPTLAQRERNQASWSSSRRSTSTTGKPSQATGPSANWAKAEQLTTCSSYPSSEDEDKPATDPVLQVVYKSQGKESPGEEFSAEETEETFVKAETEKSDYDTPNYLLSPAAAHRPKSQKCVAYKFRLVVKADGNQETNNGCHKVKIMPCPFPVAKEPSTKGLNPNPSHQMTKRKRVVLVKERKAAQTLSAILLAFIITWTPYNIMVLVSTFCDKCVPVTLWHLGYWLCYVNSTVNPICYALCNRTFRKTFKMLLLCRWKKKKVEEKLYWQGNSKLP
M4 PAM = CHRM4 positive allosteric modulation; P08173; CHO-K1 hM4/Gqi5, Fluo-8 calcium fluorescence, ACh EC20; 0% = ACh EC20, 100% = maximal ACh; activation, % at 3 µM; 360,000 tested, 0.4% active;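 active means activation above its plate's cutoff, the mean activation of sample wells plus 3 SD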; further: some results filed as inactive read as strong as hits
CRFR2-BP ag = agonists of human CRF-binding protein/CRF-R2 receptor complex | HEK293 CRF-R2/CRF-BP, calcium dye fluorescence (FLIPR); percent of saturating CRF peptide response | activation, % at 13.2 µM | 350,000 tested, 0.46% active | AID 588473;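 active means activation of at least 50%, plus an integration ratio under a set limit after plate pattern correction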;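 further: plate controls were neutral control wells without compound for no effect and CRF at EC100 for full effect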
CHRM5 agonist = CHRM5 agonism in calcium assay. P08912. CHO-K1 hM5 cells, Fluo-8 calcium fluorescence; 0% DMSO wells, 100% maximal acetylcholine response. activation, % at 3 µM. 360,000 tested, 0.19% active;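 active means activation above the run's mean over test compounds plus 3 SD, cut at about 23% in these data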;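 further: signal is peak over basal fluorescence ratio across the kinetic read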
CHRM1 PAM = human CHRM1 positive allosteric modulation. 360,000 tested, 0.088% active. activation, % at 3 µM. AID 588819. CHO-K1 hM1, Fluo-8 calcium fluorescence, ACh EC20; 0% = ACh EC20, 100% = maximal ACh; in the data active means activation above about 19%, passing the limit was not always enough
CHRM5 PAM = potentiates acetylcholine response at human M5 receptor | activation, % at 3 µM | P08912 | 360,000 tested, 0.3% active | CHO-K1 hM5, Fluo-8 calcium, ACh EC20 PAM; 0% = ACh EC20, 100% = ACh EC100;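 active means activation above the run cutoff, the mean activation of all test compounds plus 3 SD, cut at about 18% in these data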
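System: CHO-K1 hM5 cells. Reagent: acetylcholine, EC20 level. Compound dosing: single dose, 3 µM nominal final test concentration. Timing: Post-acetylcholine fluorescence recording 140 s. Detection: Fluo-8 calcium fluorescence. Read-out: % activation, ACh-normalized. Benchmarks: ACh EC20 and EC100 wells. Repeats: singlicate, one well per test compound.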
CHRM1 antagonist = antagonists of human M1 muscarinic receptor; CHO-K1 hM1, Fluo-8 calcium fluorescence, ACh EC80 antagonist; 360,000 tested, 1.3% active; P11229; inhibition, % at 3 µM;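 active means percent inhibition above its own plate's cutoff, namely the mean of that plate's compound wells plus 3 SD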;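 further: peak over basal fluorescence ratio during 140 s after agonist addition; 0% = ACh EC80 plus DMSO and 100% = DMSO alone without agonist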
Active calls of the source: *; · = no result given.

Structure	M4 antag	M4 ag	M5 antag	M4 PAM	CRFR2-BP ag	CHRM5 agonist	CHRM1 PAM	CHRM5 PAM	CHRM1 antagonist
Cc1cccc(OCC(=O)NCc2ccncc2)c1C	-10	1	-3	1	0.8	-3	3	-2	-6
COc1ccc(C2(C(=O)Nc3ccc(C)cc3)CCOCC2)cc1	7	-1	-3	-3	0.6	-2	1	-3	2
CN(C)c1cccc(C(=O)N2CCCC(C(=O)c3cc(F)ccc3F)C2)c1 (stereo unspecified)	1	2	1	6	0.8	-1	-2	2	3
Cc1ccc(-n2c(Cc3ccccc3)n[nH]c2=S)c(C)c1	-17	1	-3	8	-0.4	-6	5	7	-11
O=C(Oc1ccc(Br)cc1C(=S)N1CCCC1)c1ccccc1Cl	2	0	-17	6	9.5	-7	17	20*	-32
Oc1ccc(-c2cn3ccccc3n2)cc1O	14	2	-6	-1	-1.5	1	-3	-1	-1
COc1cccc(C(=O)C2CCCN(Cc3cn[nH]c3C3CCCCC3)C2)c1 (stereo unspecified)	4	3	13	-4	0.5	-5	-23	-1	27
Cc1cc(C)c2cc(CN(CC3CCCO3)S(=O)(=O)c3ccc4c(c3)OCCO4)c(=O)[nH]c2c1 (stereo unspecified)	-13	1	-6	2	4.5	0	-1	-5	-9
CCCCS(=O)CC(CS(=O)CCCC)OC(=O)c1ccccc1 (stereo unspecified)	0	1	-3	10	-0.2	1	7	6	-6
CCC(=O)Nc1cccc(NC(=O)COc2ccc(OC)cc2)c1	3	8	-6	9	1.6	-4	-2	-16	5
CCN1CCN(C(=O)/C=C/c2ccc(OC)cc2)CC1	-24	1	5	12*	1.9	-4	13	-1	-22
CCCC(CCC)C(=O)Nc1cccc(-c2cn3c(n2)SCC3)c1	-8	1	0	6	-0.7	-5	6	5	-12
CCCCCc1nnc(NC(=O)C2=COCCO2)s1	4	-1	5	0	1.2	3	10	1	-9
CCOC(=O)c1[nH]c(C)c(CN(CCc2ccccc2)C(=O)CCC(=O)O)c1C	-13	1	6	6	-0.6	-12	-1	-3	-17
CCn1c(/C=C/Nc2ccccc2)[n+](CC)c2ccc(C(=O)OCC(F)(F)F)cc21	3	1	-7	5	-1.6	-2	5	6	0
Cc1ccccc1NC(=O)c1ccc(NC(=O)c2ccco2)cc1	3	4	-5	1	0.5	0	2	0	-5
Cc1cc(S(=O)(=O)NCc2ccccc2)ccc1OCC(=O)N1CCCC1	-15	3	4	1	-0.1	-2	5	-2	-9
O=C(c1ccco1)N1CCN(C2CN(C3CCCC3)S(=O)(=O)C2)CC1 (stereo unspecified)	-10	0	-1	8	·	0	3	1	-10
CS/C(N)=N/N=C/c1ccc([N+](=O)[O-])cc1	-7	0	1	7	-1.8	1	-2	-10	-1
CCC(=O)N(Cc1c(C)nn(-c2ccccc2)c1Cl)c1ccc(Cl)cc1	0	-3	-2	-11	-1.5	-7	-8	-9	-10
COc1ccc(/C=N/NC(=O)c2ccncc2)cc1CN1CCCc2ccccc21	-9	6	9	2	-1.4	1	4	-5	7
Cc1ccc2sc(C)[n+](CCC(C)S(=O)(=O)[O-])c2c1 (stereo unspecified)	-3	0	6	-4	-1.0	2	8	-6	-2
O=C(Nc1ccc([N+](=O)[O-])cc1)c1cccc(S(=O)(=O)Nc2cccnc2)c1	0	2	21	-3	-1.0	-2	-9	-9	19
CCC(C)C(=O)Nc1nnc(SCC(=O)Nc2ccccc2F)s1 (stereo unspecified)	-17	3	-1	-4	1.3	0	7	0	-8
CCCN(CC1CC1)C(=O)CCc1nnc(CCc2c[nH]c3ccccc23)o1	0	4	1	0	-0.1	2	4	-3	1

The results go on.
Structure	M4 antag	M4 ag	M5 antag	M4 PAM	CRFR2-BP ag	CHRM5 agonist	CHRM1 PAM	CHRM5 PAM	CHRM1 antagonist
Clc1ccc(-c2onc3c2CCCC3)cc1	-8	0	-6	-1	-0.5	-3	1	1	-18
Cc1cc(-c2ccc(F)cc2)n2ncc(-c3ccccc3)c2n1	3	1	3	0	·	2	-2	0	-13
O=C(CSc1nc(O)c(Cc2ccccc2)c(=O)n1-c1ccccc1)N1CCOCC1	-1	0	1	-5	1.6	-2	7	-5	-10
O=C(CSCc1ccc(Cl)cc1)Nc1ccc(S(=O)(=O)N2CCCCCC2)cc1	-4	5	0	2	-0.5	2	-4	-4	9
COc1ccc(NC(=O)C(=O)NCCCO)cc1Cl	-5	5	4	5	0.9	1	9	-4	-5
Cn1cnnc1SCC(=O)Nc1c(F)cc(F)cc1Br	6	0	0	5	-0.4	-4	6	0	-3
O=C(NCc1cccs1)C1CCCCC1	9	1	3	6	-1.6	1	11	-3	-2
O=C(C1=C[C@H](c2ccccc2)C[C@H](OCCCCO)O1)N1CCN(Cc2ccc3c(c2)OCO3)CC1	-1	0	10	8	-4.0	-1	8	-1	5
CCCOc1ccc(N2C(=O)CC(N(CCc3ccc(OC)c(OC)c3)C(=S)Nc3ccccc3)C2=O)cc1 (stereo unspecified)	11	2	-5	-10	-1.3	-2	4	0	-7
CC1CCc2c(sc3nc4n(c(=O)c23)CCS4)C1 (stereo unspecified)	1	-1	-8	-3	-1.0	-1	6	3	-11
Cc1ccc(N2CC(C(=O)Nc3ccc(S(=O)(=O)N4CCOCC4)cc3)CC2=O)cc1 (stereo unspecified)	0	-1	0	-1	-0.6	-1	-2	0	-2
O=[N+]([O-])c1cccc(CSc2nc3ccccc3[nH]2)c1	-1	4	1	-6	-0.5	-4	-4	-5	-1
COC(=O)CC1C(=O)NCCN1C(=O)c1sc2ccccc2c1Cl (stereo unspecified)	-1	1	16	15	-0.9	-2	13	-8	-17
Cc1ccc(CNC(=O)CCn2cc(-c3ccc(C)cc3)nc2-c2ccncc2)cc1	-11	2	0	9	-1.1	-7	4	1	-6
COc1ccc(/C(O)=C2/C(=O)C(=O)N(CCCC(=O)O)C2c2ccc(OC)cc2)cc1 (stereo unspecified)	2	0	1	-3	-1.8	-4	7	5	-5
COc1ccc(N/C(N)=N/c2nc(CSc3ccc(Cl)cc3)cc(=O)[nH]2)cc1	-9	0	-7	-3	-0.9	3	0	0	4
CSc1ccccc1OCc1cc(C(=O)NCCc2nc(C)cc(C)n2)no1	11	8	6	-2	-1.4	0	6	-5	-7
CCOC(=O)COc1ccc(Br)cc1/C=C\c1[nH]c(=O)[nH]c(=O)c1[N+](=O)[O-]	1	-1	-1	-3	-0.8	0	6	1	-5
COc1cc(/C=C/c2cc(C(=O)O)c3ccccc3n2)ccc1OC(F)F	-14	0	2	-4	0.9	0	4	-2	-9
COC(=O)c1cc(OC)c(OC)cc1NC(=S)N1CCN(c2ccccc2)CC1	-15	5	-8	6	-0.3	-1	-5	-2	1
CCOC(=O)C(NC(=O)Nc1ccccc1)(OCC)C(F)(F)F (stereo unspecified)	6	1	-3	-3	-0.7	-2	0	-5	-33
CCCn1c(SCC(=O)NCc2ccccc2Cl)n[nH]c1=O	2	1	5	-3	0.1	-3	3	2	1
CC(C)c1ccc(S(=O)(=O)N2CCN(C(C)C(=O)Nc3ccccc3-c3ccccc3)CC2)cc1 (stereo unspecified)	16	-1	-8	-8	3.9	-2	-6	-8	9
CCn1c(=O)n(CC)c2cc(S(=O)(=O)N3CCCCC3)c(C)cc21	-9	2	10	2	0.6	1	4	-5	0
Cc1ccccc1OCC(=O)OCC(=O)NCC1CCCO1 (stereo unspecified)	-3	1	6	5	-1.7	1	0	3	7

Remaining list, next part.
Structure	M4 antag	M4 ag	M5 antag	M4 PAM	CRFR2-BP ag	CHRM5 agonist	CHRM1 PAM	CHRM5 PAM	CHRM1 antagonist
CCOC(=O)Cn1c(=O)oc2cc(S(=O)(=O)NCCc3ccc(C)cc3)ccc21	-4	7	5	-6	1.3	3	3	-6	-10
O=[N+]([O-])c1cc([N+](=O)[O-])c(Oc2cccc3ccccc23)cc1NN1CCCCC1	-3	2	-13	30*	-1.6	3	30*	9	-9
Cc1sc(NC(=S)NC(=O)C2CCCCC2)c(C(N)=O)c1C	16	1	8	7	-1.3	-2	1	-2	-6
Cn1cc(S(=O)(=O)NCc2ccco2)c(=O)n(C)c1=O	-1	0	3	4	-2.5	2	7	-1	-11
CCOc1ccc(NC(=O)Nc2cccn(Cc3ccccc3)c2=O)cc1	-14	7	2	-7	-2.0	-2	5	-12	-1
O=C(c1cc(F)ccc1F)C1CCCN(Cc2cccn2-c2ccccn2)C1 (stereo unspecified)	-5	2	3	-9	0.9	-11	-2	2	-22
COC(=O)c1cccc(NC(=O)CN2CCc3ccccc3C2)c1	-5	4	1	-4	-0.9	-2	11	2	-7
Cc1cc(C)c(NC(=O)CN2C(=O)NC(CCc3ccccc3)C2=O)c(C)c1 (stereo unspecified)	-6	1	2	13	-4.7	-6	11	1	-6
COc1cc(Br)cc2cc(C(=O)N3CCCCC3C)c(=O)oc12 (stereo unspecified)	-10	3	2	7	-7.5	1	2	1	-4
CCN(CC)S(=O)(=O)c1ccc(N2CCCCC2)c(NC(=O)/C=C/c2ccc(OC)c(OC)c2)c1	-6	0	-2	-4	3.1	-3	6	1	-3
Cn1cnc([N+](=O)[O-])c1C(=O)Nc1cccc([N+](=O)[O-])c1	-8	2	9	5	-4.9	-3	6	-1	-6
O=C(C[n+]1cc(-c2ccccc2)n2c1CCC2)Nc1nc(-c2ccccc2)cs1	-2	2	0	-1	-0.9	-10	1	-2	-3
CCN1C(=O)N[C@H](c2ccccc2)C(C(C)=O)=C1C	1	0	5	8	-0.8	0	0	-3	-4
COc1ccc(/C=C2/SC(=S)N(CCCC(=O)Nc3ccc(O)cc3)C2=O)cc1OC	-6	2	-7	0	7.2	1	3	6	-5
CNC(=O)c1ccc(NC(=O)CN2c3cccc4cccc(c34)S2(=O)=O)cc1	-8	0	-3	12	1.3	3	20	9	-9
OCC[C@H]1C[C@H](O)[C@@H](O)[C@@]2(OCc3ccccc32)O1	5	2	3	-1	-0.6	5	5	2	-16
N/C(CCN1CCCCC1)=N/O	-12	9	5	-3	0.0	-5	-1	-25	4
CC(C)=N/N=C1/NC(=O)C(c2ccc(Cl)cc2)S1 (stereo unspecified)	-17	1	6	3	-2.4	4	6	3	-15
Cc1nn(C)c(C)c1S(=O)(=O)N(CC(=O)Nc1ccccn1)c1ccc(C(C)C)cc1	3	0	8	-6	1.0	0	4	-7	-2
N#Cc1ccc(C(=O)Nc2cccc(S(=O)(=O)NC3=NCCC3)c2)cc1	6	0	-2	3	0.1	6	3	14	0
Cc1cc(NC(=O)CCC2CCCCC2)no1	2	-2	0	12	-0.5	0	9	-1	3

Single records, from the list above. Screens in order: M4 antag	M4 ag	M5 antag	M4 PAM	CRFR2-BP ag	CHRM5 agonist	CHRM1 PAM	CHRM5 PAM	CHRM1 antagonist
COc1cc(Br)cc2cc(C(=O)N3CCCCC3C)c(=O)oc12 (stereo unspecified) in the list: -10	3	2	7	-7.5	1	2	1	-4
O=C(C1=C[C@H](c2ccccc2)C[C@H](OCCCCO)O1)N1CCN(Cc2ccc3c(c2)OCO3)CC1 in the list: -1	0	10	8	-4.0	-1	8	-1	5
